Screens (PubChem BioAssay)
P. falciparum M17LAP: P. falciparum M17LAP inhibitors, primary screen, biochemical, fluorogenic H-Leu-NHMec substrate, 1536-well (AID 1619) | 220,000 tested, 0.38% active | recombinant M17LAP, H-Leu-NHMec fluorogenic kinetic assay; higher % means a stronger effect | Leucine aminopeptidase (Plasmodium falciparum (isolate 3D7)) | inhibition, % at 30 µM, or IC50 in µM where a hit was titrated;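 active = compound inhibiting the enzyme by more than half at any dose during confirmatory dose-response retesting; inconclusive = strong single-dose inhibitors picked by rank but not retested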;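 note: plate controls were full reaction with DMSO carrier for no effect and no enzyme background for full effect; strong numbers were not always called active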
KOR beta-arrestin-1: KOR antagonists, beta-arrestin recruitment, cell-based, luminescence, uHTS (AID 1778) | 290,000 tested, 0.091% active | Kappa-type opioid receptor (Homo sapiens) | KOR beta-arrestin recruitment, luminescence, antagonist mode; higher % means a stronger effect | inhibition, % at 10 µM; hits with a dose series show IC50 in µM; note: strong numbers were not always called active
Dynein cargo inh: inhibitors of GR-EGFP nuclear translocation, primary screen, dynein cargo transport inhibitor project, imaging, high-content, 3617.4 mouse cells. test concentration mostly 20 µM; stimulated with dexamethasone, 1 µM; hits give low values. z-score, hits read low. 220,000 tested, 0.47% active;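 active = plate z-score of nuclear minus cytoplasmic receptor signal below a set negative limit, without overly bright fluorescence or cell loss, cut at about -3.5 in these data, passing the limit was not always enough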;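 note: z-score of nuclear minus cytoplasmic ring GR-EGFP intensity difference per well; some compounds called inactive have numbers as strong as hits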
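Buffer or medium: tet-free, stripped-serum medium; Also added: dexamethasone, 1.0 µM final; Technique: high-content fluorescence imaging after fixation; Times: 48 h induction, 1 h compound, 30 min dex at 37 °C; Read-out: per-cell GR-EGFP intensity, nucleus versus surrounding cytoplasmic ring, well-averaged.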
NOD1 inhibition: NOD1 signaling inhibitors, primary screen, cell-based, luminescence, uHTS (AID 1578); NOD1-driven NF-kB luciferase reporter cells, luminescence; higher % means a stronger effect; inhibition, % at 4 µM, or EC50 in µM where a hit was titrated; 290,000 tested, 1% active; in the data active = inhibition mostly above about 36%, no sharp cut-off; inactive = mostly below about 34%;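 note: HEK-293T reporter cells stimulated with the NOD1 agonist gamma-tri-DAP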
KOR beta-arrestin-2: KOR agonists, beta-arrestin recruitment, primary screen, cell-based, luminescence, uHTS (AID 1777) | Kappa-type opioid receptor (Homo sapiens) | 280,000 tested, 0.02% active | one-dose activation, % at 10 µM; EC50 in µM for titrated hits | KOR beta-arrestin recruitment, luminescence; higher % means a stronger effect; in the data active = activation above about 50%, passing the limit was not always enough; note: a part of the inactive calls stands beside numbers as strong as those of hits
AID2073: inhibitors of Mint1-CaV2.2 protein interaction, biochemical, HTRF (AID 2073). 290,000 tested, 0.19% active. Voltage-dependent N-type calcium channel subunit alpha-1B (Homo sapiens). HTRF protein-protein interaction, Mint1-CaV2.2; higher % means a stronger effect. one-dose inhibition, % at 20 µM; IC50 in µM for titrated hits; in the data active = inhibition mostly above about 51%, no sharp cut-off; inconclusive = no clear call, values can overlap the other calls; inactive = mostly below about 53%; note: some results filed as inactive read as strong as hits
GPR55 beta-arrestin: GPR55 agonists via beta-arrestin recruitment, primary screen, imaging, U2OS cells, beta-arrestin-GFP redistribution (AID 1961); U2OS GPR55 beta-arrestin-GFP redistribution imaging; higher % means a stronger effect; activation, % at 10 µM, or EC50 in µM where a hit was titrated; 290,000 tested, 0.048% active;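 active = activation above 40% with more than 50 cells counted in the well; inconclusive = wells holding fewer than 50 cells, flagged as toxic or sparse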;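 note: U2OS osteosarcoma cells stably expressing GPR55 and beta-arrestin-GFP; plate controls were DMSO negative control for no effect and LPI positive control for full effect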
HEK293 NOD2/NF-kB: NOD2 signaling inhibitors, cell-based, luminescence, uHTS, HEK293 (AID 1566); HEK293 NOD2/NF-kB luciferase reporter, luminescence; higher % means a stronger effect; 290,000 tested, 0.63% active; inhibition, % at 4 µM, or EC50 in µM where a hit was titrated; note: many of its hits are not listed in these tables
P. falciparum M1AAP: P. falciparum M1AAP inhibitors, biochemical, fluorogenic H-Leu-NHMec substrate, 1536-well (AID 1445) | recombinant M1AAP, H-Leu-NHMec fluorogenic kinetic assay; higher % means a stronger effect | one-dose inhibition, % at 30 µM; IC50 in µM for titrated hits | 220,000 tested, 0.42% active;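 active = primary inhibition above the hit cutoff, then over 50% inhibition at one or more dose response concentrations, cut at about 23% in these data, passing the limit was not always enough; inconclusive = conflicting primary data, or primary hits not chosen for dose response; inactive = low primary inhibition, or under 50% at every dose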;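 note: plate controls were DMSO full reaction for no effect and no enzyme background for full effect; strong numbers were not always called active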
Dynein cargo inh cytoplasmic EGFP: recorded beside Dynein cargo inh, whose call it bears; z-score; measured here: cytoplasmic GR-EGFP intensity; hits give high values
Dynein cargo inh nuclear GR-EGFP: second read-out of Dynein cargo inh, no call of its own (marks repeat the call); z-score; measured here: nuclear GR-EGFP intensity;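 lower value marks the stronger effect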
Dynein cargo inh cell count: second read-out of Dynein cargo inh, no call of its own (marks repeat the call); z-score; measured here: cell count per field
Active calls of the source: *; ? = inconclusive; nt = not tested or not shown; [ ] = another dose, or the depositor's remark. Cut-off read from the data, not from the text of the source, unless noted: active = inhibition above about 50%; inactive = the rest. Not all compounds are listed (hit frequency here may not be typical).

SMILES	P. falciparum M17LAP	KOR beta-arrestin-1	Dynein cargo inh	Dynein cargo inh cytoplasmic EGFP	Dynein cargo inh nuclear GR-EGFP	Dynein cargo inh cell count	NOD1 inhibition	KOR beta-arrestin-2	AID2073	GPR55 beta-arrestin	HEK293 NOD2/NF-kB	P. falciparum M1AAP
Cc1cccc(N2CCN(C(=O)c3ccc(CS(=O)(=O)c4ccccc4C)o3)CC2C)c1 (centres undefined)	5.5%	-26.4%	-0.433	-0.14	0.026	-0.546	2.5%	-4.3%	13.6%	0.3%	-16.8%	-1.0%
COc1cc(Cl)cc(C2NC(=O)NC(C)=C2C(C)=O)c1OCC(=O)O (centres undefined)	0.3%	-12.3%	-1.06	-0.1	-0.379	0.366	-8.6%	-0.3%	-1.8%	-0.1%	-1.5%	4.1%
Cc1[nH]nc2c1C(c1ccsc1C)C(C#N)=C(N)O2 (centres undefined)	7.7%	-6.5%	-0.0834	-0.196	0.392	0.149	4.1%	4.6%	-12.6%	-0.1%	9.9%	7.3%
CCn1c(SCc2ccc(C)cc2)nnc1-c1cnccn1	7.8%	-9.1%	-0.845	-0.301	-0.259	0.437	-3.5%	nt	1.9%	-0.1%	4.3%	14.6%
CS(=O)(=O)N(CCC#N)Cc1ccc(/C=C2\C(=O)Nc3ccccc32)o1	24.3%	23.7%	-1.33	-0.22	-0.55	0.803	57.1%*	-0.1%	-13.8%	0.7%	44.2%	13.9%
N#CC(c1nc2ccccc2nc1N1CCOCC1)S(=O)(=O)c1ccccc1 (centres undefined)	5.6%	27.3%	-0.314	-0.189	-0.314	0.542	-2.4%	-3.4%	5.4%	-0.2%	9.3%	7.0%
CSc1nc(N)nc(-c2cccs2)c1C#N	-6.0%	-47.0%	-0.0987	-0.183	0.288	-0.0735	-15.3%	2.9%	20.7%	0.2%	-19.1%	5.2%
CN(c1ccccc1)S(=O)(=O)c1cc(C(=O)OCC(N)=O)ccc1Cl	-3.7%	-2.1%	0.298	-0.351	0.401	0.644	-35.8%	1.7%	0.1%	-0.4%	4.7%	-4.0%
c1ccc(SCc2nc(-c3ccccn3)no2)cc1	-3.1%	14.7%	0.267	-0.228	0.337	1.31	-23.5%	-4.3%	5.4%	-0.1%	-45.6%	-1.4%
Cc1ccc(CN2CCN(CC(=O)NCCCN3CCN(c4ccc(F)cc4)CC3)C2=O)cc1	6.3%	7.5%	0.42	-0.172	0.591	-0.846	12.6%	-1.4%	-0.1%	-0.1%	31.3%	4.7%
COc1cccc(N2CN(C3CCCCC3)CNC2=S)c1	-4.0%	34.2%	-0.4	-0.215	-0.355	0.434	-1.5%	-1.0%	-0.1%	0.2%	6.0%	6.8%
Cc1cc(C(=O)OCC(N)=O)c(C)n1-c1ccccc1	3.6%	-36.1%	-1.15	1.65	0.0659	0.000561	-20.6%	-0.5%	5.7%	-0.5%	-5.6%	-4.2%
O=C(Nc1ccc(N2CCN(C(=O)c3cccs3)CC2)cc1)c1cccc(F)c1	nt	-20.5%	nt	nt	nt	nt	8.0%	1.2%	-2.8%	0.0%	2.1%	nt
O=C(COC(=O)/C=C/c1ccccc1Cl)NC(=O)Cc1ccccc1	17.5%	34.8%	-0.375	-0.13	-0.318	-0.527	-9.8%	0.7%	15.5%	-0.2%	2.3%	8.9%
O=C(CSC1=NCCN1)NC(c1ccccc1)c1ccccc1	2.3%	14.5%	-1.29	-0.0451	-0.194	0.129	-16.5%	-6.3%	12.5%	0.1%	-12.2%	-0.7%
COc1ccc(C=C2c3ccccc3C(=O)c3ccccc32)c(OC)c1	-2.1%	-53.6%	-0.605	-0.105	0.545	0.237	-4.6%	2.2%	-1.9%	-0.3%	-18.1%	2.5%
CCC(Sc1nc2ccccc2[nH]1)C(=O)Nc1cc(C)on1 (centres undefined)	0.9%	-12.3%	1.46	-0.13	1.35	-0.677	10.2%	-2.2%	-1.6%	-0.1%	-0.4%	3.9%
COc1ccc(NS(=O)(=O)c2ccc(N3CCOCC3)c(NC(=O)c3cccc(F)c3)c2)cc1	18.5%	2.3%	-0.201	-0.263	-0.479	0.693	17.9%	4.7%	7.8%	-0.1%	14.3%	2.6%
CCCc1cc(C(=O)Nc2ccc(F)cc2F)no1	7.1%	3.7%	-0.231	-0.233	-0.076	0.513	-59.6%	-3.9%	4.2%	0.8%	-44.6%	8.2%
CCOc1ccc2[nH]c(=S)[nH]c2c1	1.6%	17.9%	-0.985	0.0212	-0.265	0.782	-20.2%	-1.4%	-14.1%	0.0%	2.9%	11.7%
COc1ccc(CCNCC(=O)Nc2ccc(C)c(Br)c2)cc1OC	nt	23.4%	nt	nt	nt	nt	2.3%	3.9%	7.3%	0.6%	13.4%	nt
COCCCNC(=S)N1CCN(c2ccc([N+](=O)[O-])cc2)CC1	24.7%	37.7%	-0.227	-0.122	-0.255	-0.42	-7.8%	-5.5%	-9.9%	0.1%	15.2%	5.6%
CCN1CC2CCCC3(C1)C(=O)NC1(CCCCC1)N=C23 (centres undefined)	-1.7%	-84.4%	-0.406	-0.262	-0.377	0.916	4.1%	-2.1%	-9.2%	-0.1%	6.4%	8.0%
C=CCN(C(=O)CNC(=O)c1ccco1)C(C(=O)NC1CCCCC1)c1ccc(F)cc1 (centres undefined)	16.0%	0.4%	-0.447	-0.207	-0.137	0.595	-7.3%	-2.7%	-8.5%	-0.3%	-0.2%	0.8%
O=C(c1cc(NC(=O)C23CC4CC(CC(C4)C2)C3)cc(NC(=O)C23CC4CC(CC(C4)C2)C3)c1)N1CCCCC1	12.9%	-53.4%	-0.636	-0.241	-0.0112	0.216	-0.4%	4.3%	15.0%	0.8%	0.7%	-3.8%
COC(=O)c1ccc(OCCCCN2CC(C)OC(C)C2)cc1 (centres undefined)	-1.7%	-54.7%[20 µM]	-0.314	-0.306	0.128	0.743	1.1%	4.1%	-1.8%	-0.1%	-2.8%	-4.7%
O=C(Nc1nnc(-c2cccnc2)o1)c1ccccc1Cl	-0.8%	10.8%	0.11	-0.33	0.729	-0.158	-23.2%	-1.8%	6.4%	-0.2%	2.4%	1.9%
FC(F)(F)c1ccc2c(c1)nc1n2CCCC1	-13.3%	-45.2%	-0.315	-0.219	-0.169	0.987	nt	3.3%	?	-0.1%	-22.8%	16.4%
CC(C)(O)c1nnn(-c2ccccc2)c1C(F)(F)F	-2.4%	-19.7%	0.954	0.326	0.204	-0.25	1.1%	-1.4%	-4.9%	0.3%	-9.0%	-2.7%
COc1ccc(NC(=O)c2oc3ccc(S(=O)(=O)N4CCC5(CC4)OCCO5)cc3c2C)cc1	10.8%	-9.3%	1.01	-0.164	0.655	-0.152	26.9%	4.3%	10.1%	-0.3%	29.6%	6.6%
CN1CCN(C(=S)c2cn(Cc3ccc(Br)cc3)c3ccccc23)CC1	5.5%	17.1%	1.36	-0.294	0.55	-0.278	-2.4%	12.9%	-11.0%	-0.1%	14.8%	1.4%
CCCc1ccc(OCc2ccc(C(=O)N3CCN(c4ccccn4)CC3)o2)c(OC)c1	6.6%	25.3%	0.826	-0.176	1.33	-1.4	-18.4%	-4.9%	3.8%	-0.1%	5.8%	7.2%
CCCCn1c(C(C)NC(=O)CC)nc2ccccc21 (centres undefined)	-9.1%	25.6%	1.7	0.583	1.21	-1.32	-12.2%	-4.0%	-5.0%	-0.1%	-8.2%	-5.4%
COc1cccc(CSc2nnc(C(F)(F)F)n2Cc2ccc(F)cc2)c1	1.5%	5.9%	0.134	-0.224	-0.233	0.183	5.4%	-0.3%	3.3%	0.1%	16.5%	2.0%
CCOC(=O)c1c(C)nc2sc3c(=O)n(-c4ccc(OC)cc4)nnc3c2c1-c1ccc(OC)cc1	-8.1%	-4.0%	-0.033	-0.167	-0.627	-0.149	25.0%	2.4%	-5.5%	-0.1%	28.5%	6.2%
CCOc1cc(CNS(=O)(=O)c2cn(C)cn2)cc(OCC)c1OCC	nt	8.7%	nt	nt	nt	nt	11.6%	3.7%	4.9%	0.2%	8.6%	nt
CCOCCCNC(=S)N1CCCN(c2nc3c(C)c(C)ccc3cc2C#N)CC1	6.7%	-25.8%[20 µM]	1.79	-0.167	0.888	-1.22	-36.8%	nt	10.0%	-0.1%	9.0%	-13.4%
CCCCn1c(=O)[nH]c(=O)c2c(C(=O)OCC)cc(-c3cccs3)nc21	-4.4%	-19.8%	1.25	-0.354	0.871	0.664	-12.3%	2.9%	16.1%	0.2%	8.9%	10.2%
N#C/C(=C/c1ccc(C(=O)O)cc1)C(=O)Nc1ccccc1	1.6%	-18.2%	0.135	-0.242	0.0622	0.16	-13.1%	10.1%	11.3%	-0.4%	2.8%	7.4%
CN(C)C(=O)C1CC(=O)OC12CCCCC2 (centres undefined)	-1.9%	-10.8%	-0.756	-0.239	-0.475	1.48	6.5%	5.2%	-17.5%	0.0%	4.2%	6.4%
O=C(NCCOc1ccccc1)C1CCC(=O)N(CCN2CCOCC2)C1 (centres undefined)	nt	-22.7%	nt	nt	nt	nt	-21.1%	-2.7%	2.1%	0.3%	7.2%	nt
Cc1ccccc1NC(=O)N(C(C)C)C(C)C	5.7%	-6.6%	0.907	-0.184	0.298	0.598	-22.9%	3.5%	7.0%	-0.1%	-2.8%	3.2%
O=C(NNc1nc2ccccc2s1)Nc1ccc(Cl)c(Cl)c1	-1.3%	-1.5%	0.00679	-0.209	0.649	-1.01	-8.8%	-1.4%	-4.8%	-0.1%	-11.1%	0.7%
Cc1ccc(S(=O)(=O)NCC(=O)N(CC2CCCO2)C(C(=O)NC2CCCC2)C(C)C)cc1 (centres undefined)	nt	-29.8%	nt	nt	nt	nt	-42.6%	-5.2%	-1.6%	0.6%	7.9%	nt
